Bioassay records (PubChem BioAssay)
b-catenin transl – alters nuclear translocation of beta-catenin in HeLa cells | immunofluorescence imaging | AID 1665 | nuclear translocation activity, % at 5 µM | actives 0.3% (n = 190,000);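 active means nuclear translocation activity above 50% at 5 µM, with a well cell count of 50 or more; inconclusive means wells under 50 cells across six images, flagged as toxic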;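 further: per-cell ratio of nuclear to cytoplasmic median beta-catenin stain intensity; plate controls were DMSO negative control for no effect and GSK-3 inhibitor IX positive control for full effect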
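Signal – beta-catenin immunofluorescence imaging with DAPI · Test system – human HeLa cell line · Dosing – 5 µM primary single dose, 0.1% DMSO, 0.02–20 µM confirmation series · Measure – % activation, nuclear-to-cytoplasmic median beta-catenin signal ratio per cell · Incubation – 24 h compound exposure at 37°C, 5% CO2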
Dynein transport – dynein cargo transport inhibition | 3617.4 mouse cells, GR-EGFP nuclear translocation imaging; test concentration mostly 20 µM; stimulated with dexamethasone, 1 µM; stronger effect = lower value | z-score, hits read low | actives 0.47% (n = 220,000);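 active means plate z-score of nuclear minus cytoplasmic receptor signal below a set negative limit, without overly bright fluorescence or cell loss, cut at about -3.5 in these data, passing the limit was not always enough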;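 further: z-score of nuclear minus cytoplasmic ring GR-EGFP intensity difference per well; some compounds called inactive have numbers as strong as hits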
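Buffer or medium: tet-free, stripped-serum medium; reagent: dexamethasone at 1.0 µM final, 30 min; incubation: 48 h induction, 1 h compound, 30 min dex at 37 °C; measured by: formaldehyde fixation, Hoechst nuclear stain, 10x automated fluorescence imaging; read-out: nuclear-to-cytoplasmic GR-EGFP distribution per well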
Insulin prom up – MIN6 insulin promoter up-regulation | actives 0.3% (n = 190,000) | MIN6 insulin promoter-GFP reporter, high-content imaging; stronger effect = higher value | z-score at 5 µM;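 active means z-score above 3 at 5 µM with at least 500 cells counted in the well; inconclusive means wells under 500 cells, flagged as cytotoxic or low count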
Yfh1-depleted yeast – enhancers of respiration in Yfh1-depleted yeast, dose response, Friedreich's ataxia, plus single-dose screen (AID 1465); S. cerevisiae Yfh1-off respiration, WST-1 reduction, 72 h; higher fold induction means a stronger effect; fold induction at 50 µM, or EC50 in µM where a hit was titrated; actives 0.074% (n = 220,000);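 active means fold induction of absorbance versus untreated yeast above a set limit, then at least 30% activation at any dose in follow-up; inconclusive means repeats straddling the limit, or above it without dose testing; inactive means fold induction below the set limit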;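 further: activators that raise dye reduction in frataxin-depleted yeast; strong numbers were not always called active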
WT yeast gro inh – growth inhibition of WT yeast, mitochondrial fusion screen; mitochondrial fusion phenotypic screen, WT strain; inhibition, % at 10 µM; actives 2.1% (n = 190,000); AID 1362; in the data active means inhibition above about 58%; tested in S. cerevisiae
Autophagy mod – modulators of autophagy; MEF GFP-LC3 puncta imaging; test concentration mostly 10 µM; calls only at 10 µM (by protocol); actives 0.98% (n = 190,000); AID 463193;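 active means percentage of spot-positive cells more than 3 SD above its plate mean, without a fluorescence outlier flag or 80% toxicity; inconclusive means no clear call, values can overlap the other calls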;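 further: spot-positive cell cutoff set from DMSO-treated cells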
HEK293 NOD2/NF-kB – NOD2 signaling inhibitors, cell-based, luminescence, uHTS, HEK293 (AID 1566); inhibition, % at 4 µM, or EC50 in µM where a hit was titrated; HEK293 NOD2/NF-kB luciferase reporter, luminescence; higher % means a stronger effect; actives 0.63% (n = 290,000); in the data active means inhibition above about 50%; further: many of its hits are not listed in these tables
Hep lipid drop – modulators of hepatic lipid droplet formation. AML12 mouse hepatocytes, oleate lipid droplets, BODIPY imaging. inhibition, % at 6.5 µM. actives 0.4% (n = 240,000);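 active means lipid droplet intensity inhibited by at least 50%, with more than 500 cells counted; inconclusive means wells with under 300 cells, treated as cytotoxic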
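System: AML12 hepatocytes (mouse). Probe or stimulus: oleic acid at 100 µM to induce lipid droplet formation. Times: overnight treatment with compound plus oleate. Detection: Image-based BODIPY and DAPI two-channel analysis. Evaluation: percent inhibition of filter-corrected integrated lipid droplet intensity per well.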
MT stabilize HCS – microtubule stabilizers in HeLa cells. HeLa tubulin immunostaining HCS, 24 h; share of cells brighter than vehicle mean+2SD. actives 0.83% (n = 200,000). % tubulin-high responders, % at 10 µM. AID 2205;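 active means plate Z-score above 3 for both tubulin-high and condensed-nucleus cell shares, with cell loss under 80%, at 10 µM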;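 further: anti alpha tubulin signal scored within the nucleus-defined area of each cell; some results filed as inactive read as strong as hits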
WT yeast gro inh mutant strain – further read-out of WT yeast gro inh, marked with its call; inhibition, %; mitochondrial fusion phenotypic screen, mutant strain inhibition
Dynein transport cytoplasmic EGFP – further read-out of Dynein transport, marked with its call; z-score; measured here: cytoplasmic GR-EGFP intensity; stronger effect = higher value
Dynein transport nuclear GR-EGFP – also measured in Dynein transport; calls as there; z-score; measured here: nuclear GR-EGFP intensity;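 lower value marks the stronger effect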
Dynein transport cell count – also measured in Dynein transport; calls as there; z-score; measured here: cell count per field
Insulin prom up cell count – recorded beside Insulin prom up, whose call it bears; cell count; measured here: cytotoxicity, nuclei count;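 total cells summed across four imaged fields per well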
Hep lipid drop cells 6.5 µM – further read-out of Hep lipid drop, marked with its call; cell count; measured here: cell count, cytotoxicity flag;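 cells counted across two imaged fields per well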
b-catenin transl cell count 5 µM – also measured in b-catenin transl; calls as there; cell count; measured here: cell count, cytotoxicity flag
MT stabilize HCS Hoechst-high % – recorded beside MT stabilize HCS, whose call it bears; % Hoechst-high responders; measured here: nuclear condensation Hoechst responders;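 share of cells brighter than vehicle mean plus two SD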
MT stabilize HCS cytotoxicity % – second read-out of MT stabilize HCS, no call of its own (marks repeat the call); toxicity, %; measured here: cytotoxicity by cell density;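 0% = mean cell density of plate MIN control wells and 100% = no cells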
Autophagy mod cell loss 18 h – further read-out of Autophagy mod, marked with its call; toxicity, %; measured here: cell loss, nuclei count;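 cell loss after 18 h compound exposure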
* = called active by the depositor; i = inactive; u = inconclusive; x = no result given.

SMILES	b-catenin transl	b-catenin transl cell count 5 µM	Dynein transport	Dynein transport cytoplasmic EGFP	Dynein transport nuclear GR-EGFP	Dynein transport cell count	Insulin prom up	Insulin prom up cell count	Yfh1-depleted yeast	WT yeast gro inh	WT yeast gro inh mutant strain	Autophagy mod	Autophagy mod cell loss 18 h	HEK293 NOD2/NF-kB	Hep lipid drop	Hep lipid drop cells 6.5 µM	MT stabilize HCS	MT stabilize HCS Hoechst-high %	MT stabilize HCS cytotoxicity %
COc1cccc(NC(=O)C2CCCN(S(=O)(=O)c3ccc(-n4cnnn4)cc3)C2)c1 (stereo not drawn)	-2.0	752	-0.52	-0.2	0.34	0.41	-0.5	1150	i	6	-9	i	4	13%	x	x	3.3	2.1	7.7
O=C1c2ccccc2C(=O)N1CN(C(=O)COc1ccc(Cl)cc1Cl)c1cccc(F)c1	-2.9	1088	-0.26	-0.26	-0.078	0.68	0.01	1550	i	-11	22	i	3	-26%	30	503	1.2	1.9	1.5
COc1ccc(S(=O)(=O)NCC2CCCN(C(=O)c3occc3C)C2)cc1 (stereo not drawn)	-0.3	1113	-0.41	-0.32	-0.12	0.099	-0.36	1439	i	-6	-17	i	-13	18%	-5	722	2.7	2.0	12
O=C1CCN(Cc2nc(-c3ccc(Cl)cc3)no2)CCN1	0.1	966	-0.15	-0.28	-0.27	0.52	0.92	1449	i	6	9	i	17	3%	-13	694	2.4	1.2	2.3
CCc1ccc(S(=O)(=O)NCCc2cn3ccsc3n2)s1	-0.6	1141	-1.7	-0.2	-0.98	0.58	0.56	1069	i	2	9	i	-3	8%	x	x	2.5	3.3	6.6
O=C(C1CCCO1)N1CCN(c2c3c(nc4cc(-c5ccc(F)cc5)nn24)CCC3)CC1 (stereo not drawn)	-9.3	1029	-0.69	-0.23	-0.23	1.3	-1.7	1015	i	7	-2	i	-4	14%	x	x	2.2	1.8	6.9
Cc1oc(-c2ccoc2)nc1CN(Cc1ccccc1)CC1CC1	-1.7	1082	0.18	-0.34	0.39	0.54	-0.13	1429	i	-3	-19	i	12	4%	-27	518	x	x	x
COc1cccc(S(=O)(=O)NCc2ccc(C(=O)Nc3cccc(Cl)c3)cc2)c1	-1.5	1210	-0.23	-0.24	0.086	0.95	-1.1	817	i	5	7	i	-14	-48%	18	805	1.7	1.0	0.9
CC1CC(CCC(=O)NC(=S)Nc2ccc(Cl)cn2)C(=O)O1 (stereo not drawn)	-0.7	1505	0.34	-0.23	0.33	-0.21	0.36	1467	i	3	-7	i	-9	-3%	19	687	1.8	1.7	7.4
O=C(C1=C[C@@H](c2ccccc2)C[C@@H](OCc2ccc(CO)cc2)O1)N1CCCCCCC1	-3.0	1112	3.2	0.067	2.5	-2.4	-0.71	1460	x	-3	7	i	-4	-15%	0	684	2.4	1.0	9.1
CCN(CC)S(=O)(=O)c1cccc(C(=O)Nc2ccccc2)c1	-5.1	1071	-0.76	-0.12	-0.2	-0.095	-0.98	1279	i	-8	-13	i	-5	19%	x	x	5.2	2.2	3.2
COc1ccccc1-c1nnc(SCCN2CCOCC2)n1-c1ccc(C)cc1	-1.6	941	-0.56	-0.24	0.32	0.46	-0.01	1144	i	-12	-9	i	21	-10%	x	x	1.9	2.2	6.0
Nc1ncc(CCN2CCOCC2)c(-c2ccc(F)cc2)n1	-2.5	1040	-0.38	-0.26	-0.093	0.8	0.72	1440	i	-5	-6	i	16	-8%	-2	748	2.6	2.0	6.2
O=C1CC(N2CCN(c3ccc(F)cc3)CC2)C(=O)N1c1ccccc1 (stereo not drawn)	-1.0	1244	-0.51	-0.26	-0.15	0.97	0.42	1245	i	2	5	i	-34	-8%	17	700	2.6	1.9	4.0
CCC/C(=N\NC(=O)c1ccc(CSc2nncn2C)cc1)c1ccccc1	x	x	-0.73	-0.2	-0.69	1.2	0.39	1294	i	4	8	i	4	-10%	18	713	3.7	2.3	7.2

3 compounds already listed, ordered by the number in HEK293 NOD2/NF-kB, ascending.
Molecule	Dynein transport	Dynein transport cytoplasmic EGFP	Dynein transport nuclear GR-EGFP	Dynein transport cell count	WT yeast gro inh mutant strain	HEK293 NOD2/NF-kB	MT stabilize HCS Hoechst-high %
Nc1ncc(CCN2CCOCC2)c(-c2ccc(F)cc2)n1	-0.38	-0.26	-0.093	0.8	-6	-8%	2.0
O=C1CCN(Cc2nc(-c3ccc(Cl)cc3)no2)CCN1	-0.15	-0.28	-0.27	0.52	9	3%	1.2
COc1ccc(S(=O)(=O)NCC2CCCN(C(=O)c3occc3C)C2)cc1 (stereo not drawn)	-0.41	-0.32	-0.12	0.099	-17	18%	2.0

Carrying on.
SMILES	b-catenin transl	b-catenin transl cell count 5 µM	Dynein transport	Dynein transport cytoplasmic EGFP	Dynein transport nuclear GR-EGFP	Dynein transport cell count	Insulin prom up	Insulin prom up cell count	Yfh1-depleted yeast	WT yeast gro inh	WT yeast gro inh mutant strain	Autophagy mod	Autophagy mod cell loss 18 h	HEK293 NOD2/NF-kB	Hep lipid drop	Hep lipid drop cells 6.5 µM	MT stabilize HCS	MT stabilize HCS Hoechst-high %	MT stabilize HCS cytotoxicity %
COc1ccc([C@@H]2OC2(C(N)=O)C(N)=O)cc1	-1.0	1310	-0.29	-0.26	-0.072	0.29	-0.01	1080	i	x	x	x	x	19%	9	679	x	x	x
O=C(COC(=O)CCC1CCCCC1)Nc1ccc(OC(F)F)cc1	-2.8	1183	-0.28	-0.21	0.46	1.5	1.4	775	i	18	19	i	-9	-10%	-14	721	3.3	1.6	4.6
O=C(CNS(=O)(=O)c1ccccc1)NCC(=O)OCc1ccccc1F	-0.7	491	1.7	-0.24	1.3	-1.3	0.4	1246	i	-3	11	i	-7	4%	-2	691	3.7	2.5	4.5
Cc1c(CN2CCCCC2C)c(=O)n(-c2ccccc2)n1C (stereo not drawn)	-4.3	1277	0.2	-0.26	-0.084	-0.32	-0.14	1345	i	-7	5	i	-3	6%	-9	729	3.6	3.1	4.8
CC(=O)c1cccc(NS(=O)(=O)c2ccc(N/C=C/C(=O)c3ccc(F)cc3)cc2)c1	1.3	964	-0.61	-0.25	0.0026	-0.0011	u	x	i	-3	-9	i	25	25%	12	636	4.3	2.6	6.4
N#Cc1nc(-c2ccco2)oc1NCc1cccnc1	-0.3	1153	-0.48	-0.13	-0.83	0.033	0.1	1224	i	-6	-2	i	-6	17%	-8	764	4.4	4.1	9.0
COC(=O)C(C)N(C(=O)c1cccc(Cl)c1)c1c(C)cccc1C (stereo not drawn)	x	x	-0.25	-0.16	0.18	-0.42	0.66	899	i	13	10	i	-3	9%	-5	789	1.1	1.5	6.1
O=C(Nc1ccc(F)cc1F)c1ccccc1-c1ccccc1	-1.3	1089	1.8	0.073	1.3	-1.3	-0.01	1372	i	17	-3	i	13	8%	13	684	6.3	1.7	0.2
COc1ccc(OC)c(C(=O)CSc2nccc(-c3ccc(Br)cc3)n2)c1	-0.7	1110	x	x	x	x	-0.15	1749	i	12	15	i	1	26%	19	676	1.8	1.1	1.0
COc1ccccc1-c1nnc(SCc2ccccn2)n1C	-1.5	1002	-0.045	-0.28	0.16	-0.24	0.72	1331	i	-6	-9	i	-6	0%	-3	696	1.7	2.2	4.7
COc1ccc(CCN(Cc2cc3cccc(C)c3[nH]c2=O)C(=O)N2CCCC2)cc1OC	0.1	923	-0.095	-0.21	0.26	-0.33	0.44	1237	i	-2	17	i	2	2%	-26	731	1.8	1.8	2.7
CS(=O)(=O)NN1C(=O)c2ccccc2NC1c1ccccc1O (stereo not drawn)	0.4	1141	-0.1	-0.31	-0.2	0.86	-0.87	1293	i	6	-9	i	8	18%	3	687	0.9	1.3	9.0
Cc1ccc(C(=O)N/N=C2\CCCc3ccccc32)c(C)c1	1.9	1101	0.58	-0.31	0.22	-1	1.1	1210	i	-12	8	i	-5	-46%	-32	669	2.4	2.5	2.4
COc1ccc(C(=O)N[C@H](C(=O)Nc2ccc(S(=O)(=O)N3CCOCC3)cc2)C(C)C)cc1	2.2	1279	-0.51	-0.7	-0.48	-0.27	-0.81	1094	i	x	x	x	x	2%	1	669	x	x	x
O=C1NC(=O)C2(COC(c3ccccc3Cl)OC2)S1 (stereo not drawn)	3.7	1091	0.32	-0.25	0.32	-0.54	0.25	1290	i	-3	8	i	-3	12%	-12	691	1.4	1.9	9.1
CCC(=O)OC1c2ccccc2C(=O)N1Cc1ccccc1 (stereo not drawn)	x	x	-0.4	-0.27	-0.19	0.47	-0.38	895	i	-17	-7	i	-9	12%	x	x	2.3	3.3	2.3
COCCCNCCC(CCC(C)C)c1ccc2c(c1)OCO2 (stereo not drawn)	0.6	1341	-0.69	-0.16	-0.39	1.4	-0.51	1098	i	x	x	x	x	-22%	-6	693	x	x	x
COCc1cc(=O)[nH]c(/N=C(\N)Nc2cccc(Cl)c2)n1	-0.5	969	0.42	-0.17	0.2	-0.92	0.2	1650	i	1	-7	i	-7	5%	-12	682	4.9	2.7	3.9
Cc1ccc(-n2ncc3c(N4CCN(c5ccccc5)CC4)ncnc32)c(C)c1	1.0	1450	-0.5	-0.26	-0.29	0.98	0.08	945	i	44	0	i	20	40%	x	x	2.6	2.9	3.9

Only part of the results is shown. The share of hits here may be higher or lower than overall.
